Bioassay records as filed in PubChem BioAssay.
GASC-1 inh – inhibitors of human GASC-1 (JMJD2C) demethylase | Q9H3R0 | GST-JMJD2C(1-420) H3K9me3 demethylation, DELFIA europium | inhibition, % at 2.35 µM | actives 0.069% (n = 330,000) | AID 2099;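 active = more than half of a compound's replicate wells show inhibition beyond 50%, single wells judged on their own value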;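 note: signal counts dimethyl H3K9 product captured on neutravidin plate; 0% = median of DMSO wells and 100% = 0.3 times that DMSO median; strong numbers were not always called active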
HCV core dimer – HCV core protein dimerization inhibition | TR-FRET GST/Flag-core106 dimerization, 1536-well | AID 1899 | inhibition, % at 5 µM | actives 0.33% (n = 300,000);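 active = inhibition above the mean of all tested compounds plus 3 SD, set per screening campaign, cut at about 45% in these data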
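test system = GST/Flag-tagged HCV core106 proteins | probe or stimulus = Eu donor and XL665 acceptor anti-tag antibodies | times = compound-protein-antibody incubation 4 h at 22.5 °C | signal = TR-FRET, excitation 340 nm, emission 617 and 671 nm | measure = percent inhibition of core106 dimerization signal | controls = wells lacking GST-core106 and wells with excess unlabelled core106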
VLA-4 inh – inhibition in a human VLA-4 binding assay. AID 2557. actives 0.2% (n = 330,000). inhibition, % (about 7 µM as worked out from the volumes in the protocol). P13612. VLA-4 expressing cells, ligand binding flow cytometry; in the data active = inhibition above about 50%
Target sequence (P13612 whole entry, looked up): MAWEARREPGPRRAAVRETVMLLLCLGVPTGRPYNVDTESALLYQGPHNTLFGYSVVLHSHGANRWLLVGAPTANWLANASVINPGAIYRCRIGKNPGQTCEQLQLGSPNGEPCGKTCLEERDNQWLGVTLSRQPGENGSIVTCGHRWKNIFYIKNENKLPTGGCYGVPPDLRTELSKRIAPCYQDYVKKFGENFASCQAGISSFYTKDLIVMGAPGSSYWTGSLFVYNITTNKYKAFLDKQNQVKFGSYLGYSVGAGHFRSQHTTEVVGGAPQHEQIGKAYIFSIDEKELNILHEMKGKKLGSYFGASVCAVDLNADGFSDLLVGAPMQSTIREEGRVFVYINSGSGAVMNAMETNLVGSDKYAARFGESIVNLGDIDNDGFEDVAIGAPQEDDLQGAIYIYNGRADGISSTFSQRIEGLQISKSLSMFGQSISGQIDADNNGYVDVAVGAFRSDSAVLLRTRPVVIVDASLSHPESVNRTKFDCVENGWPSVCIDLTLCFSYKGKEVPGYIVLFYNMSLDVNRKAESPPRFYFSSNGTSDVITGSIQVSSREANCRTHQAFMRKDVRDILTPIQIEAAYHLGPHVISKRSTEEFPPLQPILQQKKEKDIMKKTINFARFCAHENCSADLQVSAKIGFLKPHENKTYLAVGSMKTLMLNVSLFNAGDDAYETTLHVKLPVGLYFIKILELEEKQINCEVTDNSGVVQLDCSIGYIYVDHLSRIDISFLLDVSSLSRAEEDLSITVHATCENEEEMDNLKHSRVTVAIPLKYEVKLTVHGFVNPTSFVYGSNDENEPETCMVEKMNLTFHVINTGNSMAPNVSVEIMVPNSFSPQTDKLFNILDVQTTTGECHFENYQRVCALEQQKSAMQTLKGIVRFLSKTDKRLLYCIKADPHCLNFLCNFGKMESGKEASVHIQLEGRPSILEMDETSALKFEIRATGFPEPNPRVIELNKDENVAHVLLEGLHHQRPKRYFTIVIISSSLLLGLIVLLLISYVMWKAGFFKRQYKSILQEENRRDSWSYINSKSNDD
GRK2 aptamer HTS – human GRK2 inhibition via aptamer displacement. P25098. bead flow cytometry, FAM-aptamer displacement from GRK2. inhibition of aptamer binding, % at 10 µM. actives 0.59% (n = 330,000). AID 488847;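 active = inhibition of aptamer binding above 40%, roughly 3 SD of noise, on plates passing a quality check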;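 note: median bead fluorescence of bound FAM aptamer so fluorescent compounds give negative values; no value below 0 was filed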
procasp7 counter – activates human procaspase-7, counter-screen for procaspase-3 activators | recombinant procaspase-7, Ac-DEVD-pNA absorbance 405 nm; D23A/D198A/D206A triple mutant, cannot self-cleave; scale: DMSO 0, 5 µM enzyme 100 | activation, % at 8.5 µM | actives 0.093% (n = 330,000) | AID 463210;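 active = percent activation above the screen-wide mean plus 3 SD, cut at about 25% in these data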
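Material: Procaspase-7 triple mutant (PC-7 D3A) | Quantity: 2 µM procaspase-7 mutant as dispensed | Reagent: DEVD-pNA substrate | Times: 1 h preincubation, 2 h reaction | Technique: 405 nm absorbance of p-nitroaniline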
procasp3 activ – activates human procaspase-3; P42574; recombinant procaspase-3 D3A, Ac-DEVD-pNA absorbance 405 nm; activation, % at 8.5 µM; actives 0.11% (n = 330,000);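 active = activation above the mean of all tested compounds plus 3 SD, cut at about 21% in these data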;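 note: 0% = DMSO alone and 100% = DMSO wells spiked with extra 5 µM PC-3 D3A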
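Assay system – Procaspase-3 D3A mutant, all three cleavage aspartates alanine · Controls – DMSO-only low control, 5 µM PC-3 D3A high control · Schedule – 1 h compound preincubation, 2 h substrate hydrolysis at 25 °C · Signal – 405 nm absorbance of p-nitroaniline, reads at 0 and 120 min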
PP1 counter – counter-screen for PP5 inhibitors: inhibitors of human PP1-alpha | purified PP1alpha, OMFP fluorescence | inhibition, % at 6.7 µM | actives 0.9% (n = 320,000) | P62136;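 active = inhibition above the mean inhibition of all tested compounds plus 3 SD, computed separately for each screening campaign, cut at about 15% in these data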
Fh CTSL1 inh – counter-screen for PFM18AAP inhibitors: inhibitors of F. hepatica cathepsin L1; recombinant F. hepatica cathepsin L1, Z-Leu-Arg-MCA fluorescence; inhibition, % at 5.96 µM; actives 0.49% (n = 300,000);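 active = inhibition above the mean of all tested compounds plus 3 SD, set per screening campaign, cut at about 17% in these data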;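 note: 0% = plate median of test compound wells and 100% = 1 µM Z-Phe-Ala-diazomethylketone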
PP5 primary – inhibitors of human protein phosphatase 5 (PP5) | AID 1987 | P53041 | purified PP5c, OMFP substrate fluorescence | actives 0.18% (n = 320,000) | inhibition, % at 6.7 µM;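 active = inhibition above the campaign's mean inhibition across all tested compounds plus 3 SD, cut at about 9.5% in these data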;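 note: 0% = DMSO only and 100% = 100 µM cantharidin control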
Active calls of the source: *; x = no result given.

SMILES	GASC-1 inh	HCV core dimer	VLA-4 inh	GRK2 aptamer HTS	procasp7 counter	procasp3 activ	PP1 counter	Fh CTSL1 inh	PP5 primary
CCc1ccc(N(C(=O)CNC(=O)c2ccco2)C(C(=O)NC2CCCC2)c2ccncc2)cc1 (centres undefined)	3	-3	14	4	8	-3	0	-7	3.6
COc1cccc(C=Nc2ccccc2C#N)c1O	3	1	24	0	-1	5	-2	-2	0.1
C/C(=N\NC(=O)c1ccc([N+](=O)[O-])cc1)c1cccc([N+](=O)[O-])c1	4	-3	-1	2	12	8	0	8	0.9
O=c1oc2cc(O[C@@H]3OC[C@@H](O)[C@H](O)[C@H]3O)ccc2c2ccccc12	91	3	6	2	5	5	-5	-3	-1.1
COC(=O)c1ccccc1NC(=O)N1CCN(S(=O)(=O)c2ccc(Cl)cc2)CC1	0	3	-9	2	-1	12	4	1	0.4
CC1CCCN(C(=O)Cn2c(=O)oc3ccccc32)C1 (centres undefined)	-29	2	17	8	17	3	-2	-2	2.8
Cc1nc2ccc(Br)cn2c(=O)c1Cl	4	-1	9	0	2	4	-5	-1	1.6
CCc1ccc2c(CSc3nnnn3C)cc(=O)oc2c1	2	-1	-8	1	-7	5	-4	-2	2.4
CC(C)CNC(=O)COc1ncnc2sccc12	25	9	22	0	1	4	-4	-1	0.4
CCOc1ccc2[nH]c(=S)[nH]c2c1	-1	-18	20	0	0	5	-2	-1	2.9
COc1ccc(NC(=O)Nc2ccccc2SC)c(OC)c1	-8	1	1	1	-19	-1	4	4	-4.7
O=S(=O)(c1cccc2nonc12)N1CCN(c2ccccc2F)CC1	23	1	5	0	7	7	-2	-1	1.1
CCCn1nc(C(=O)NCC2COc3ccccc3O2)c2ccccc2c1=O (centres undefined)	5	x	6	0	0	-1	1	x	0.9
CS(=O)(=O)c1ccc(Cl)c(NC(=O)C2CC(=O)N(c3ccc4c(c3)OCCO4)C2)c1 (centres undefined)	-33	9	-2	5	-6	3	3	2	-2.6
CC(=O)Oc1ccc(C(=O)Nc2ccc(S(=O)(=O)NCC3CCCO3)cc2)cc1 (centres undefined)	5	3	-2	1	9	-1	1	-15	-0.8

12 consecutive records from above, quoted:
SMILES	GASC-1 inh	HCV core dimer	VLA-4 inh	GRK2 aptamer HTS	procasp7 counter	procasp3 activ	PP1 counter	Fh CTSL1 inh	PP5 primary
CCc1ccc(N(C(=O)CNC(=O)c2ccco2)C(C(=O)NC2CCCC2)c2ccncc2)cc1 (centres undefined)	3	-3	14	4	8	-3	0	-7	3.6
COc1cccc(C=Nc2ccccc2C#N)c1O	3	1	24	0	-1	5	-2	-2	0.1
C/C(=N\NC(=O)c1ccc([N+](=O)[O-])cc1)c1cccc([N+](=O)[O-])c1	4	-3	-1	2	12	8	0	8	0.9
O=c1oc2cc(O[C@@H]3OC[C@@H](O)[C@H](O)[C@H]3O)ccc2c2ccccc12	91	3	6	2	5	5	-5	-3	-1.1
COC(=O)c1ccccc1NC(=O)N1CCN(S(=O)(=O)c2ccc(Cl)cc2)CC1	0	3	-9	2	-1	12	4	1	0.4
CC1CCCN(C(=O)Cn2c(=O)oc3ccccc32)C1 (centres undefined)	-29	2	17	8	17	3	-2	-2	2.8
Cc1nc2ccc(Br)cn2c(=O)c1Cl	4	-1	9	0	2	4	-5	-1	1.6
CCc1ccc2c(CSc3nnnn3C)cc(=O)oc2c1	2	-1	-8	1	-7	5	-4	-2	2.4
CC(C)CNC(=O)COc1ncnc2sccc12	25	9	22	0	1	4	-4	-1	0.4
CCOc1ccc2[nH]c(=S)[nH]c2c1	-1	-18	20	0	0	5	-2	-1	2.9
COc1ccc(NC(=O)Nc2ccccc2SC)c(OC)c1	-8	1	1	1	-19	-1	4	4	-4.7
O=S(=O)(c1cccc2nonc12)N1CCN(c2ccccc2F)CC1	23	1	5	0	7	7	-2	-1	1.1

Continued.
SMILES	GASC-1 inh	HCV core dimer	VLA-4 inh	GRK2 aptamer HTS	procasp7 counter	procasp3 activ	PP1 counter	Fh CTSL1 inh	PP5 primary
O=C(COc1ccc(F)cc1)N(Cc1ccc(Cl)cc1)C1CCS(=O)(=O)C1 (centres undefined)	7	1	3	4	0	11	-3	-1	0.4
O=C(c1ccc(Cl)c(S(=O)(=O)N2CCCC2)c1)N1CCN(c2ccccc2)CC1	-4	-2	-7	0	3	-6	-1	35*	1.0
O=C(NCCCN1CCCCC1)c1ccc(CS(=O)c2ccc(F)cc2)o1 (centres undefined)	0	-23	0	0	0	-1	-1	9	0.5
O=C(c1cccc2ccccc12)C1CCCN(C(=O)C2CCOCC2)C1 (centres undefined)	-140	1	3	3	-4	1	2	2	1.9
COc1ccc(N2CCN(CCC3Oc4cc([N+](=O)[O-])ccc4NC3=O)CC2)cc1 (centres undefined)	0	-1	0	2	4	3	-4	7	1.4
COc1ccccc1S(=O)(=O)Cc1ccc(C(=O)NCCN2CCCCCC2)o1	-6	2	-4	0	2	10	-2	1	-2.0
COCCOC(=O)C1=C(C)NC(=O)NC1/C=C/c1ccccc1 (centres undefined)	-5	6	10	0	5	-7	3	0	1.7
Cc1ccccc1NC(=O)COC(=O)/C=C/c1cccc(C(F)(F)F)c1	-1	0	10	1	13	-5	-2	2	1.2
Cc1ccc(Nc2ccc(N)cc2S(=O)(=O)O)cc1	3	-11	-1	0	-1	-2	0	1	-0.4
COc1ccc(NC(=O)Cc2ccsc2)c(OC)c1	3	13	-3	0	0	0	4	-1	1.4
CC/C(O)=C1\C(=O)CC(c2ccccc2)CC1=NC(C)C (centres undefined)	-8	-3	-3	0	2	-8	0	1	1.9
COc1cnc(-c2ccccn2)nc1Oc1ccccc1	-14	-1	0	5	9	-2	23*	-1	0.2
Cn1c(=O)n(Cc2ccc(F)cc2)c(=O)c2c1nc1n2CCN1Cc1ccco1	18	3	-1	0	-8	1	2	-1	-2.4
CCSC1=NCCN1C(=O)c1c(-c2ccccc2Cl)noc1C	-5	-2	12	2	4	7	-4	3	2.3
O=C(COC(=O)c1ccccn1)c1cccc(Br)c1	-1	13	-5	1	5	-12	-5	-4	-4.5
CCOC(=O)c1nn(-c2ccc(OCC)cc2)c(C)c1C(C)=O	-27	-8	-4	0	3	-9	0	-6	1.0
COc1nccnc1NS(=O)(=O)c1ccc(NC(=O)c2ccc(F)cc2)cc1	-1	-2	-2	2	-1	4	1	1	2.5
CN(C)c1ccc(Cl)cc1N	20	2	-1	3	-5	-3	-1	-3	-1.7
COC(C(=O)NNC(=O)Cc1ccc(Cl)cc1)c1ccccc1 (centres undefined)	5	-6	9	0	1	2	-6	2	-0.9
O=C(Nc1nnc(C2CC2)s1)C1=NN(C2CCS(=O)(=O)C2)C(=O)CC1 (centres undefined)	15	-1	-5	0	-2	4	-6	4	-0.3
O=C(O)CCC(=O)N1CCN(c2nc(-c3ccccc3Cl)c3cc(Br)ccc3n2)CC1	0	8	9	1	-15	-8	2	-4	4.4
C=CCn1c(C)c(C(C)=O)c(N2CCOCC2)nc1=S	7	-1	-2	2	-5	6	0	-3	2.0
Cc1ccc(NC(=O)N2CCc3ccccc32)cc1	3	-2	5	0	8	6	-4	1	1.8
COc1ccc(-c2nc(-c3ccccc3)nc(Cl)c2C#N)cc1	-33	8	37	2	-2	-9	3	1	-1.1
COc1ccccc1S(=O)(=O)Nc1ccc(S(=O)(=O)Nc2nccs2)cc1	0	x	10	8	-12	-3	-2	x	2.8
O=C1C=C(c2cccnc2)CCC1	x	11	x	x	7	7	0	-5	2.1
C=CCc1c(C)nc(SC)nc1Nc1ccc(C(C)=O)cc1	-17	1	-2	0	-3	3	4	3	-1.5
O=C(OCC#CCSc1nnc(-c2ccncc2)o1)c1cccs1	4	-2	5	0	14	10	3	-5	0.6
COc1ccc(C(CNC(=O)C(=O)NC2CCCC2)N2CCN(C)CC2)cc1 (centres undefined)	-2	-2	7	0	0	5	1	-2	-0.2
COCCNC(=O)CN1C(=O)CC(C)(C)S(=O)(=O)c2ccccc21	-1	-2	14	0	15	10	-3	1	3.0
CCN(CC)CCn1c(SCC(=O)NCc2ccco2)nc2c(sc3ccccc32)c1=O	-1	-5	5	2	3	-15	-1	3	-3.9
CCCS(=O)(=O)N1CCC(C(=O)NCCCN2CCC(Cc3ccccc3)CC2)CC1	0	-17	-1	0	6	6	0	-4	3.8
C/C(=N\NC(=O)CN1CCN(S(=O)(=O)c2ccc(C)cc2)CC1)c1ccc(O)cc1	3	1	4	0	-5	5	-1	-2	-1.9
COc1ccc(N2CCN(C(=O)CCS(=O)(=O)c3ccc4c(c3)CCN4C(=O)C3CC3)CC2)cc1	-2	-38	-9	36	-11	4	-2	1	3.3
CSc1ncccc1C(=O)Nc1nc2ccc(S(C)(=O)=O)cc2s1	80	-1	-2	1	0	0	-1	5	1.8
CN(c1ccccc1)S(=O)(=O)c1ccc(NC(=O)c2ccc(F)cc2)cc1	-8	5	2	1	-1	1	2	-6	6.4
COC(=O)Cc1ccc(NC(=S)N2CCN(c3cccc(O)c3)CC2)cc1	2	13	-3	0	-6	-9	0	-3	2.5
CNC(=O)c1c(Cl)cnn1-c1ccc(C)cc1	5	0	5	1	0	-3	0	0	0.9
CC(=O)c1c(C(C)=O)c(C)n(Cc2ccc3c(c2)OCO3)c1C	4	-3	-4	1	12	-2	2	0	-2.5
COc1ccc(C)cc1NC(=O)COC(=O)c1ccc2c(c1)OCCO2	8	x	1	2	2	7	-5	x	-1.1
CC(C)NCCCCOc1ccc(Br)cc1Cl	1	-2	17	0	0	6	-2	-6	1.0
N#CC1=C(N)OC2=C(C(=O)CCC2)C1C1C=CCCC1 (centres undefined)	-1	-1	9	0	2	5	-2	1	-0.5
O=C(CN(C(=O)CCC(=O)Nc1nccs1)c1cccc(F)c1)NCC1CCCO1 (centres undefined)	8	-4	15	0	-7	8	0	1	-1.1
Cn1c(=O)oc2cc(S(=O)(=O)CCC(=O)N3CCN(c4ccccc4)CC3)ccc21	12	3	8	0	6	8	-4	-2	1.2
